# High-throughput results as filed in PubChem BioAssay.
# Rac1 GTP hydrolysis = MgcRacGAP GTPase-activating activity inhibitors, confirmation, biochemical, ADP Hunter fluorescence; Rac GTPase-activating protein 1 (Homo sapiens); MgcRacGAP-stimulated Rac1 GTP hydrolysis, ADP Hunter fluorescence; higher % means a stronger effect; GST-tagged Rac1 F28L mutant substrate; inhibition, % at 30 µM; hits with a dose series show IC50 in µM; 0.6% of 340,000 active; AID 624330, 2012;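 active means first-screen hits whose inhibition reached a set limit at any dose in the follow-up dose series; inconclusive means inhibition above the set first-screen limit but never retested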;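 further: fluorescence reports GDP produced by GAP-driven GTP hydrolysis; strong numbers were not always called active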
# Dengue-2 NS5 capping = Dengue-2 NS5 methyltransferase inhibitors, primary screen, biochemical, confirmation dose response (AID 588689) | Dengue-2 NS5 methyltransferase capping enzyme assay, biochemical; higher % means a stronger effect | inhibition, % at 25 µM; hits with a dose series show IC50 in µM | 0.3% of 340,000 active; in the data active means a potency from the dose series; inconclusive means inhibition above about 29% without an active follow-up result
# An asterisk follows results filed as active; ? = inconclusive. This is a subset; count on the stated rates, not on these rows.
# Every second line gives: Rac1 GTP hydrolysis | Dengue-2 NS5 capping
N#Cc1ccc2sn(-c3ccccc3)c(=O)c2c1
    ? | -27%
N#CC(=C1C=C(Br)C(=NO)C=C1Cl)c1ccc(Cl)cc1
    6% | 62µM*
CC(Nc1nc(-c2cccnc2)nc2ccccc12)c1ccccc1 (stereo not given)
    9% | 3%
CCCCN1C[C@H](CSC)[C@@H](CC(=O)NC)C1=O
    13% | -4%
COc1ccc(OCC(=O)N2CCCC(Nc3ccc(C)c(C)c3)C2)cc1 (stereo not given)
    14% | 2%
CCCCCC(=O)N1C[C@@H](n2cc(COC(=O)c3ccccc3)nn2)[C@H](O)C[C@@H]1c1ccc(OC)cc1
    -2% | -1%
COC(=O)N(C)C[C@@H]1OCc2ccccc2-c2c(n(C)c3ccccc23)C(=O)N([C@H](C)CO)C[C@@H]1C
    -11% | -6%
C=CCOc1ccc(C2NC(=O)c3ccccc3O2)cc1OC (stereo not given)
    18% | 1%
C=CCSc1nnc(NC(=O)c2ccc3c(c2)OCCO3)s1
    9% | 2%
CN(C)C(CNC(=O)C1CC(=O)N(c2cccc(C(F)(F)F)c2)C1)c1ccccc1 (stereo not given)
    8% | -4%
Cc1ccc(CCNC(=O)CN2C(=O)CSc3ccc(S(=O)(=O)N4CCOCC4)cc32)cc1
    28% | -3%
Nc1ccc(S(=O)(=O)Nc2nc(-c3ccccc3)cc(-c3ccccc3O)n2)cc1
    11% | 14%
O=C(NCc1nnnn1-c1ccc(F)cc1)c1ccc2c(c1)OCO2
    4% | 0%
Cc1ccc(OC(C)C(=O)Nc2cccc(S(=O)(=O)N3CCCCCC3)c2)cc1 (stereo not given)
    16% | -2%
CC(C)N=C1CCCC1C(=S)SSC(=S)C1CCCC1=NC(C)C (stereo not given)
    14% | 1%

# Reprinted at random: six entries already listed
# Every second line gives: Rac1 GTP hydrolysis | Dengue-2 NS5 capping
CCCCCC(=O)N1C[C@@H](n2cc(COC(=O)c3ccccc3)nn2)[C@H](O)C[C@@H]1c1ccc(OC)cc1
    -2% | -1%
CN(C)C(CNC(=O)C1CC(=O)N(c2cccc(C(F)(F)F)c2)C1)c1ccccc1 (stereo not given)
    8% | -4%
COc1ccc(OCC(=O)N2CCCC(Nc3ccc(C)c(C)c3)C2)cc1 (stereo not given)
    14% | 2%
Nc1ccc(S(=O)(=O)Nc2nc(-c3ccccc3)cc(-c3ccccc3O)n2)cc1
    11% | 14%
O=C(NCc1nnnn1-c1ccc(F)cc1)c1ccc2c(c1)OCO2
    4% | 0%
CC(C)N=C1CCCC1C(=S)SSC(=S)C1CCCC1=NC(C)C (stereo not given)
    14% | 1%

# Next part
# Every second line gives: Rac1 GTP hydrolysis | Dengue-2 NS5 capping
C[C@H]1CN([C@@H](C)CO)S(=O)(=O)c2ccc(Br)cc2O[C@H]1CN(C)C(=O)Cc1ccccn1
    -10% | -3%
O=C(COC(=O)c1cc(Br)ccc1O)NCCC1=CCCCC1
    11% | 1%
Cc1noc(C)c1NC(=O)N(C)C[C@@H]1OCc2ccccc2-c2c(n(C)c3ccccc23)C(=O)N([C@H](C)CO)C[C@H]1C
    15% | 1%
COc1ccc(NC(=O)C[C@H]2C(=O)N(Cc3ccccc3)C[C@@H]2c2ccc(OC)cc2)cc1
    14% | 0%
CC(NCCCSc1ccccc1)C(O)c1ccc(O)cc1 (stereo not given)
    15% | 0%
N#Cc1ccc(S(=O)(=O)NC[C@H]2O[C@@H](n3ccc(N)nc3=O)[C@H](O)[C@@H]2O)cc1
    13% | -9%
C[C@H](CO)N1C[C@H](C)[C@H](CN(C)C(=O)Nc2cccc(Oc3ccccn3)c2)OCc2cnnn2CCCC1=O
    17% | -2%
O=S(=O)(c1ccccc1)N1CC2CC(Br)C(Br)CC21 (stereo not given)
    4% | -9%
Cc1cn([C@H]2C[C@H](O)[C@@H](CNS(=O)(=O)N3CCCC3)O2)c(=O)[nH]c1=O
    6% | -4%
CCCCCC(=O)N1C[C@H](O)[C@@H](n2cc(-c3ccc(F)cc3)nn2)C[C@@H]1c1ccc(C)cc1
    7% | -10%
O=C(OCC(=O)N1CCNC1=O)c1ccccc1Cl
    10% | 8%
COc1ccc(C(CNC(=O)CCNS(=O)(=O)c2ccccc2)N2CCOCC2)cc1 (stereo not given)
    ? | -5%
O=C(CCNC(=O)c1ccc(Cl)cc1)Nc1cc(C(F)(F)F)ccc1N1CCOCC1
    -9% | -1%
CC1CCC(N(C)C(=O)CN2C(=O)NC(c3ccccc3)(c3ccccc3)C2=O)CC1 (stereo not given)
    4% | -8%
O=c1[nH]c2ccccc2n1C1CCN(CCOc2ccccc2)CC1
    4% | -6%
COc1ccc(NC(=O)C[C@H]2C(=O)N(c3ccc(Br)cc3)C[C@@H]2CSC)cc1
    11% | 5%
COc1ccc(-n2c(SCC(=O)Nc3cc(C)on3)nc3c(c2=O)SC(C)C3)cc1 (stereo not given)
    6% | -3%
COc1ccc(NC(=O)CCn2c(=S)[nH]c3ccccc3c2=O)cc1Cl
    -29% | 4%
C=CCOC(=O)COc1ccc2c3c(c(=O)oc2c1)CCCC3
    15% | 0%
O=C(NNC(=O)c1cc(S(=O)(=O)N2CCOCC2)ccc1Cl)c1ccc(F)cc1
    9% | 1%
CCCCSCc1nc2nc(Cl)c(Cl)nc2[nH]1
    12% | 4%
CN(C)C(=O)c1ccc(NC(=O)c2cccc(-n3cnnn3)c2)cc1
    -2% | -4%
O=C(NCc1ccccc1)/C(=C\c1ccc(F)cc1)NC(=O)c1ccco1
    2% | 6%
Cc1ccc([C@@H]2CC(=O)[C@@H]3CN(S(=O)(=O)c4ccccc4C)[C@H](c4ccc(Cl)cc4)C[C@@H]3N2S(=O)(=O)c2ccc(C)cc2)cc1
    13% | -2%
COc1ccc(-c2c(C#N)cnc(C)c2C)c(O)c1OC
    11% | 1%
COc1cc(Cl)ccc1OCc1cc(C(=O)N2CCN(C)C(=O)[C@@H]2C)no1
    6% | -2%
COc1ccc(N2c3ccccc3CN(Cc3ccccc3)CC2Cc2cc(OC)c(OC)c(OC)c2)cc1 (stereo not given)
    17% | -2%
Cn1c(=O)[nH]c(=O)c2c1nc(Br)n2Cc1ccc(Cl)cc1
    8% | 6%
Cc1ccc2nc3n(c(=O)c2c1)-c1ncccc1C(=O)NC3Cc1ccccc1 (stereo not given)
    11% | -4%
COc1ccc(OC)c(NC(=O)C2CCCN2S(=O)(=O)c2ccc3c(c2)CC(C)N3C(C)=O)c1 (stereo not given)
    6% | 7%

# Single records, from the list above. Order of values: Rac1 GTP hydrolysis | Dengue-2 NS5 capping
# Shown for `Cc1ccc([C@@H]2CC(=O)[C@@H]3CN(S(=O)(=O)c4ccccc4C)[C@H](c4ccc(Cl)cc4)C[C@@H]3N2S(=O)(=O)c2ccc(C)cc2)cc1` → 13% | -2%
# Shown for `O=C(NCc1ccccc1)/C(=C\c1ccc(F)cc1)NC(=O)c1ccco1` → 2% | 6%

# (further entries)
# Every second line gives: Rac1 GTP hydrolysis | Dengue-2 NS5 capping
Cc1ccc(N2CC(C(=O)Nc3cc(S(=O)(=O)N4CCCCC4)ccc3C)CC2=O)cc1 (stereo not given)
    8% | -2%
Nc1ccc(CCCC(=O)NCc2cccnc2)cc1
    -10% | -1%
COc1ccc(N(CC(=O)NCc2cccs2)S(=O)(=O)c2ccc(C(C)=O)cc2)cc1
    5% | -7%
CC(C)CCNC(=O)c1cc(S(=O)(=O)N2CCC3(CC2)OCCO3)ccc1F
    11% | -1%
C[C@H](CO)N1C[C@H](C)[C@@H](CN(C)Cc2cccc(F)c2)Oc2cc(-c3cccc(C#N)c3)ccc2S1(=O)=O
    7% | -9%
COc1ccc(NC(=O)C[C@H]2C(=O)N(C3CCCCC3)C[C@@H]2C)cc1
    18% | -7%
Cc1cc(N(C)C)cc(C)c1N=Nc1cc[n+]([O-])cc1
    12% | 7%
O=C(c1ccoc1)N1CCN(c2cc(-c3ccccc3)nc3cc(-c4ccccc4)nn23)CC1
    -3% | -3%
CC1(C)C2CCC(CN)C1C2 (stereo not given)
    6% | 1%
C[C@H](CO)N1C[C@H](C)[C@H](CN(C)Cc2ccc(Oc3ccccc3)cc2)Oc2cc(Br)ccc2S1(=O)=O
    11% | -4%
O=C(Nc1ccccc1OC(F)F)c1ccc(N2CCCC2=O)cc1
    13% | 2%
COc1ccc(C(=O)Nc2nc(CC(=O)NCc3c(F)cccc3F)cs2)cc1
    4% | -3%
CC1CCCCC12NC(=O)N(CC(=O)N1CCN(S(=O)(=O)c3ccc(Cl)s3)CC1)C2=O (stereo not given)
    0% | -6%
COCOCCn1cc(CN2CCS(=O)(=O)N(Cc3ccc(-c4ccc(OC)nc4)cc3)C(C(C)C)C2=O)nn1 (stereo not given)
    13% | 14%
O=C(O)c1cccc2c1C(=O)c1ccc(N3CCN(Cc4ccc5c(c4)OCO5)CC3)cc1S2(=O)=O
    13% | 8%
CCN(CC)C(=O)C1=C(C)N(CCCN2CCCC2=O)C(=O)C(CC(=O)NC2CC2)C1 (stereo not given)
    12% | 6%
N#Cc1ccccc1S(=O)(=O)N1CCN(Cc2cccs2)CC1
    8% | -4%
N#Cc1ccccc1NC(=O)C1CCCO1 (stereo not given)
    4% | 4%
CC(=O)Oc1ccc(N(C(C)=O)S(=O)(=O)c2ccccc2)c2ccccc12
    10% | 6%
O=C(OCc1ccc(Br)cc1)c1cc([N+](=O)[O-])ccc1N1CCOCC1
    10% | -1%
Cc1ccc(-c2cnc3c(c2)C(=O)N([C@H](C)CO)C[C@H](C)[C@@H](CN(C)Cc2ccccc2F)O3)cc1
    18% | 3%
Cc1ccc(-c2ccc3c(c2)O[C@H](CN(C)Cc2cncnc2)[C@@H](C)CN([C@H](C)CO)S3(=O)=O)cc1
    4% | -6%
O=C(NCCc1cccs1)c1ccc(CS(=O)Cc2cccc(Cl)c2)o1 (stereo not given)
    7% | -3%
CC12CCC3C(C1)C(C(=O)O2)C(=O)OC3(C)C (stereo not given)
    7% | 3%
COc1ccc(NC(=O)COC(=O)c2ccc(S(=O)(=O)N3CCCCC3)cc2)c(OC)c1
    7% | -5%
Cc1ccc(Cc2c(-c3ccc(Cl)cc3)nc3ccc(Cl)cn23)cc1
    15% | 8%
Cc1ccc([C@H]2N[C@]3(CCCN(Cc4cccn4C)C3=O)[C@H]3C(=O)N(Cc4ccccc4)C(=O)[C@@H]23)cc1
    -4% | -8%
O=C(O)c1cccc(NC(=O)c2ccccc2NC(=O)c2cccs2)c1
    15% | 1%
Cc1ccc(Cl)cc1N1C(=O)CC(Sc2ccccc2N)C1=O (stereo not given)
    7% | 0%
O[C@@H]1CN(CC2CCCCC2)[C@@H](c2ccc(Cl)cc2)C[C@H]1n1cc(C2CC2)nn1
    11% | -6%
COc1ccc([C@H]2C[C@@H](O)[C@H](n3cc(-c4ccc(F)cc4)nn3)CN2C(=O)C2CCCCC2)cc1
    12% | -5%
Cc1cccc(OCc2nnc(SCC(=O)NCc3ccc4c(c3)OCO4)o2)c1
    -33% | -5%
O=S(=O)(Cc1nnnn1-c1ccc(Br)cc1)c1ccccc1
    5% | 4%
Cc1ccc(S(=O)(=O)N(C)C[C@@H]2Oc3ncc(Br)cc3C(=O)N([C@H](C)CO)C[C@H]2C)cc1
    9% | -1%
C[C@@H]1CN([C@@H](C)CO)C(=O)CCCn2cc(nn2)CO[C@H]1CN(C)C(=O)CCCN(C)C
    15% | 4%
O=C(COC(=O)CN1C(=O)c2ccccc2C1=O)Nc1ccccc1C(F)(F)F
    14% | 9%
CCOc1c(Br)cc(C(=O)Nc2cccc(S(=O)(=O)N3CCOCC3)c2)cc1OC
    -29% | -3%
CCCn1c(=S)[nH]c2cc(C(=O)N3CCN(c4ccccc4)CC3)ccc2c1=O
    2% | -1%
CC(=O)N(C)C[C@@H]1Oc2ncc(C#Cc3ccc(F)cc3)cc2C(=O)N([C@@H](C)CO)C[C@H]1C
    -9% | -7%
COc1ccc(N(CC(=O)Nc2ccc(S(=O)(=O)N3CCOCC3)cc2)S(C)(=O)=O)cc1OC
    0% | -2%
COc1ccc(CCNC(=O)CNC(=O)N2CC(=O)Nc3ccccc32)cc1OC
    5% | -2%
Cc1ccc([C@H]2N[C@]3(CCCN(CC4CCCCC4)C3=O)[C@H]3C(=O)N(Cc4ccccc4)C(=O)[C@@H]23)cc1
    18% | -1%
C[C@H]1CN([C@@H](C)CO)C(=O)CCCn2cc(nn2)CO[C@@H]1CN(C)C(=O)Cc1ccccc1
    -9% | 1%
CCCCN(CCCNC(=O)c1ccc2c(c1)NC(=O)CN2C)c1ccccc1
    8% | -16%
Cc1ccc([C@@H]2CC(=O)[C@@H]3CN(S(=O)(=O)c4ccc(C)cc4)[C@H](c4cccc(Cl)c4)C[C@@H]3N2S(=O)(=O)c2ccc(Cl)cc2)cc1
    10% | 4%
O=S1(=O)CCN(CCc2ccccc2)CC1
    3% | 2%
CCCCCC(=O)N1C[C@H](O)[C@@H](n2cc(COC(=O)c3ccccc3)nn2)C[C@@H]1c1ccccc1
    8% | -1%
C[C@@H]1CN([C@@H](C)CO)C(=O)c2c(c3ccccc3n2C)-c2ccccc2CO[C@H]1CN(C)S(=O)(=O)c1ccc(C#N)cc1
    -8% | -6%
CCc1ccc([C@@H]2C[C@H]3[C@@H](CN2S(=O)(=O)c2ccc(C)cc2)C(=O)C[C@@H](c2ccccc2F)N3S(=O)(=O)c2ccc(C)cc2)cc1
    13% | 2%
